From PubChem
GASC-1 inh – inhibitors of GASC-1 histone demethylase, primary screen, biochemical, fluorescence, DELFIA europium. Lysine-specific demethylase 4C (Homo sapiens), Q9H3R0. AID 2099, 2009. hit rate 0.069% among 330,000. inhibition, % at 2.35 µM. GST-JMJD2C(1-420) H3K9me3 demethylation;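 active means more than half of a compound's replicate wells show inhibition beyond 50%, single wells judged on their own value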;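 further: signal counts dimethyl H3K9 product captured on neutravidin plate; 0% = median of DMSO wells and 100% = 0.3 times that DMSO median; strong numbers were not always called active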
Target sequence (Q9H3R0 1-420 limits assumed): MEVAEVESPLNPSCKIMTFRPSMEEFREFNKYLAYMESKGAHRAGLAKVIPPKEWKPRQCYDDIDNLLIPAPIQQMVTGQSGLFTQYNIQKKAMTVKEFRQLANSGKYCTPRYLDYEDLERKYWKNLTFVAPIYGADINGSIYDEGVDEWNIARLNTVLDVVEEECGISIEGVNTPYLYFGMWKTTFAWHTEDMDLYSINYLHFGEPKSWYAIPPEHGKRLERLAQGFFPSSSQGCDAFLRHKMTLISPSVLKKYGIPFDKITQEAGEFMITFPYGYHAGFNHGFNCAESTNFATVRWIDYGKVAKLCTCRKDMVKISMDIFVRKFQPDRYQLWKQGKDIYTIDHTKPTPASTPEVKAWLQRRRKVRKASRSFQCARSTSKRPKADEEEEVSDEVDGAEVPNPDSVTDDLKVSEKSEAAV
proCasp7 act – procaspase-7 activators, primary screen, counter-screen for procaspase-3 activator project, biochemical, absorbance, HTS, human. Caspase-7 (Homo sapiens), P55210. recombinant procaspase-7, Ac-DEVD-pNA absorbance 405 nm; D23A/D198A/D206A triple mutant, cannot self-cleave; scale: DMSO 0, 5 µM enzyme 100. activation, % at 8.5 µM. hit rate 0.093% among 330,000. AID 463210, 2010;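 active means percent activation above the screen-wide mean plus 3 SD, cut at about 25% in these data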
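Test system: Procaspase-7 triple mutant (PC-7 D3A). Also added: Ac-DEVD-pNA substrate, 400 µM as added. Schedule: 1 h enzyme–compound preincubation and 2 h substrate reaction, both 25 °C. Signal: p-Nitroaniline absorbance at 405 nm, read at 0 and 120 min. Control set: low DMSO alone, high DMSO plus 5 µM PC-7.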
VLA-4 inh – inhibition in human VLA-4 binding assay, primary screen, VLA-4 allosteric modulator project, MLPCN library, flow cytometry, VLA-4 expressing cells; Integrin alpha-4 (Homo sapiens), P13612; ligand binding flow cytometry; inhibition, % (about 7 µM as worked out from the volumes in the protocol); hit rate 0.2% among 330,000; AID 2557, 2010; in the data active means inhibition above about 50%
PP5 primary – PP5 phosphatase inhibitors, primary screen, biochemical, fluorescence; inhibition, % at 6.7 µM; hit rate 0.18% among 320,000; Serine/threonine-protein phosphatase 5 (Homo sapiens), P53041; purified PP5c, OMFP substrate fluorescence; AID 1987, 2009;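 active means inhibition above the campaign's mean inhibition across all tested compounds plus 3 SD, cut at about 9.5% in these data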;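 further: 0% = DMSO only and 100% = 100 µM cantharidin control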
Fh CTSL1 inh – Fasciola hepatica cathepsin L1 inhibitors, primary screen, counter-screen for PFM18AAP inhibitor project, biochemical, QFRET, fluorogenic peptide substrate; recombinant F. hepatica cathepsin L1, Z-Leu-Arg-MCA fluorescence; inhibition, % at 5.96 µM; hit rate 0.49% among 300,000;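 active means inhibition above the mean of all tested compounds plus 3 SD, set per screening campaign, cut at about 17% in these data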;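 further: 0% = plate median of test compound wells and 100% = 1 µM Z-Phe-Ala-diazomethylketone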
procasp3 activ – activators of human procaspase-3 D3A mutant, primary screen, biochemical, absorbance, PC-3 D3A mutant, single concentration. hit rate 0.11% among 330,000. Caspase-3 (Homo sapiens), P42574. activation, % at 8.5 µM. AID 463141, 2010. recombinant procaspase-3 D3A, Ac-DEVD-pNA absorbance 405 nm;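 active means activation above the mean of all tested compounds plus 3 SD, cut at about 21% in these data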;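 further: 0% = DMSO alone and 100% = DMSO wells spiked with extra 5 µM PC-3 D3A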
Target sequence (P42574 whole entry D9A/D28A/D175A): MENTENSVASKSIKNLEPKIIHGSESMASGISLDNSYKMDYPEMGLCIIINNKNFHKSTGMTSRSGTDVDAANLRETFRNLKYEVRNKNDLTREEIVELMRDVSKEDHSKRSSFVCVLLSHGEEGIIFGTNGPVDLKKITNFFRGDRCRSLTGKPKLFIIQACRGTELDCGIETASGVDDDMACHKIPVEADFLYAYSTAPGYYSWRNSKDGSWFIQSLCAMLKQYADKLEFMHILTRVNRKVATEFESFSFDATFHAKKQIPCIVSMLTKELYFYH
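System: Procaspase-3 D3A mutant. Medium: Zinc-free 300 mM NaCl, 50 mM HEPES, 0.01% Triton X-100. Schedule: 1 h preincubation plus 2 h reaction at 25 °C. Measured by: 405 nm absorbance of p-nitroaniline, reads at 0 and 120 min. Read-out: percent activation relative to control range.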
GRK2 inh – compounds blocking aptamer binding on GRK2 – biochemical, human GRK2, bead flow cytometry, HTS, primary screen; FAM-aptamer displacement from GRK2; inhibition of aptamer binding, % at 10 µM; hit rate 0.59% among 330,000;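 active means inhibition of aptamer binding above 40%, roughly 3 SD of noise, on plates passing a quality check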;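 further: median bead fluorescence of bound FAM aptamer so fluorescent compounds give negative values; no value below 0 was filed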
PP1 counter – PP1-alpha phosphatase inhibitors, primary screen, counter-screen for PP5 inhibitor project, biochemical, fluorescence, OMFP substrate, single point; inhibition, % at 6.7 µM; AID 2235, 2010; purified PP1alpha; Serine/threonine-protein phosphatase PP1-alpha catalytic subunit (Homo sapiens), P62136; hit rate 0.9% among 320,000;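 active means inhibition above the mean inhibition of all tested compounds plus 3 SD, computed separately for each screening campaign, cut at about 15% in these data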
core dimer inh – inhibitors of HCV core protein dimerization, primary screen, biochemical, TR-FRET, high-throughput | TR-FRET GST/Flag-core106 dimerization, 1536-well | inhibition, % at 5 µM | hit rate 0.33% among 300,000 | AID 1899, 2009;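 active means inhibition above the mean of all tested compounds plus 3 SD, set per screening campaign, cut at about 45% in these data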
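Assay system – GST-tagged and Flag-tagged HCV core protein residues 1-106 · Quantity – core106 proteins, GST 13.5 nM and Flag 17 nM · Benchmarks – unlabelled core106 and no-GST-core106 wells · Read-out basis – percent inhibition of core106 dimerization signal · Detection – time-resolved FRET, ex 340 nm, em 617 and 671 nm · Schedule – 4 h at 22.5 °C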
* = called active by the depositor; x = not tested or not shown; & = joins results of further samples.

cpd	Compound	GASC-1 inh	proCasp7 act	VLA-4 inh	PP5 primary	Fh CTSL1 inh	procasp3 activ	GRK2 inh	PP1 counter	core dimer inh
1	Cc1ccc(S(=O)(=O)N2CCC(C(=O)NCc3ccccc3CN3CCCC3)CC2)cc1	-1	10	-9	x	x	1	0	x	x
2	Cc1ccccc1CN1C(=O)C(O)(CC(=O)c2ccncc2)c2ccccc21 (stereo not drawn)	31	12	-11	-0.2	1	4	5	2	3
3	Cc1nc2cc(Cl)ccc2c(=O)n1Cc1ccncc1	11	5	8	0.8	-6	-4	5	1	0
4	O=C1c2ccncc2C(=O)N1CNc1ccc(Cl)cc1	12	4	31	-0.9	-4	-5	3	-3	-8
5	Nc1nc(SCC(=O)c2ccc([N+](=O)[O-])cc2)n[nH]1	-3	-9	16	0.6	-3	-7	4	-2	18
6	CS(=O)(=O)N(CC(=O)N1CCCC1)c1ccccc1Br	1	-9	3	-0.3	0	-5	x	-1	1
7	Cc1cc(NC(=O)C(C)SCC(=O)N(C)CC(=O)Nc2ccc(F)cc2)no1 (stereo not drawn)	-2	0	-3	-2.0	-4	-15	1	-3	0
8	NS(=O)(=O)c1ccc(CCNC(=O)C(=O)c2cn(CC(=O)N3CCCC3)c3ccccc23)cc1	-28	-3	8	1.2	4	5	1	-1	-3
9	CCOC(=O)c1cccc(-n2cccc2/C=C2\NC(=O)N(CC(=O)O)C2=O)c1	8	-7	18	x	x	4	0	x	x
10	Cn1c(C(=O)OC(C(=O)NC(C)(C)C)c2cccnc2)cc2sccc21 (stereo not drawn)	-17	8	4	1.8	0	-4	2	-2	3
11	O=[N+]([O-])c1cc(-c2csc(NC(CO)c3nc4ccccc4n3CCOCCO)n2)ccc1Cl (stereo not drawn)	6	-8	42	2.4	2	4	2	4	11
12	CCOC(=O)c1c(C)nc2c3ccccc3ccn12	2	2	-8	0.2	10	-2	3	-7	-3
13	O=C(NCc1ccccn1)Nc1ccc(F)c(Cl)c1	24	-6	2	-1.0	0	2	1	-2	-7
14	COc1ccc(CCNC(=O)C2CC2)cc1	5	5	-6	-0.8	-2	3	2	-4	2
15	Cc1cc(=O)oc2cc(OCC(=O)NCCCN3CCCC3=O)ccc12	1	12	7	0.6	0	2	2	2	-8

One compound at a time, as listed above. Values in the order: GASC-1 inh	proCasp7 act	VLA-4 inh	PP5 primary	Fh CTSL1 inh	procasp3 activ	GRK2 inh	PP1 counter	core dimer inh
O=C1c2ccncc2C(=O)N1CNc1ccc(Cl)cc1 reads 12	4	31	-0.9	-4	-5	3	-3	-8
Cc1ccccc1CN1C(=O)C(O)(CC(=O)c2ccncc2)c2ccccc21 (stereo not drawn) reads 31	12	-11	-0.2	1	4	5	2	3
Cc1cc(=O)oc2cc(OCC(=O)NCCCN3CCCC3=O)ccc12 reads 1	12	7	0.6	0	2	2	2	-8
Cc1nc2cc(Cl)ccc2c(=O)n1Cc1ccncc1 reads 11	5	8	0.8	-6	-4	5	1	0

(further entries)
cpd	Compound	GASC-1 inh	proCasp7 act	VLA-4 inh	PP5 primary	Fh CTSL1 inh	procasp3 activ	GRK2 inh	PP1 counter	core dimer inh
16	CCOC(=O)C1C(=O)C=C(c2cccs2)CC1c1ccccc1 (stereo not drawn)	-3	2	3	0.2	5	7	0	5	3
17	O=C1C(=O)N(Cc2ccco2)C(c2cccs2)/C1=C(\O)c1cccc([N+](=O)[O-])c1 (stereo not drawn)	-5	4	14	-1.3	4	-5	0	1	6
18	Cc1ccc2cccc(NS(=O)(=O)c3ccccc3)c2n1	14	-11	35	2.4	2	-41	0	-1	-4
19	O=[N+]([O-])c1ccc(/C=N/N2CCCCC2)cc1	-1	7	-1	3.4	5	2	0	6	-3
20	CCOc1ccc(Cl)cc1Nc1nc(NCCO)nc(N2CCCC2)n1	-1	-1	46	2.9	1	13	1	-1	-4
21	O=c1[nH]nc(CSCc2ccccc2Cl)[nH]1	-16	-5	15	1.6	-2	8	0	-5	-6
22	Cn1ccnc1SCC(=O)Nc1ccc2c(c1)COC2=O	7	-1	24	1.5	-4	-7	0	-2	18
23	COc1cccc(C(=O)NC(=S)Nc2ccccc2N2CCCCC2)c1	8	-5	-2	0.6	-4	7	2	-12	1
24	Cc1cc(NC(=O)Nc2ccc(F)c(Cl)c2)no1	-6	-3	7	0.8	5	6	2	2	-1
25	Cc1ccc(S(=O)(=O)N2CCOCC2)s1	-18	0	3	1.5	2	0	0	-1	3
26	CC(C)Cc1nnc(NC(=O)CCc2c[nH]c3ccccc23)s1	17	9	9	1.3	-6	-1	0	0	-2
27	CCCCN(C)C1CCN(C(=S)Nc2cccc(SC)c2)CC1	6	-11	-1	0.6	-3	-1	0	-1	3
28	O=C(c1ccco1)N(CCCN1CCOCC1)c1nc(-c2ccc(F)cc2)cs1	-10	-9	-2	0.0	1	12	0	-1	2
29	COc1ccc(S(=O)(=O)N2CCCC2)c(C)c1C	8	13	9	3.1	1	7	3	-2	5
30	O=C(Nc1ccccc1)C(Cc1cccs1)c1nn[nH]n1 (stereo not drawn)	-2	-5	6	0.1	-1	4	1	-8	5

[31] Cc1nonc1NC(=O)c1ccc(Cl)c(S(=O)(=O)N2CCCCC2)c1
[32] CC(C)(C)NC(=O)CSc1nc2cc(S(=O)(=O)N3CCCCC3)ccc2o1
[33] Cc1ccc(C(=O)OCC(=O)c2ccc(Cl)s2)s1
[34] CCCn1cc(S(=O)(=O)CC(=O)Nc2ccc(OC)cc2OC)c2ccccc21
[35] C#CCOCCOCCOCCNc1nc(N2CCN(C(=O)[C@H](Cc3cc4ccccc4[nH]3)n3cc([C@@H](N)CC(C)C)nn3)CC2)nc(N2CCN(C(=O)[C@H](Cc3cc4ccccc4[nH]3)n3cc([C@@H](N)CC(C)C)nn3)CC2)n1
[36] CC(=O)Nc1nonc1NC(=O)c1ccc(C(C)(C)C)cc1
[37] CC(=O)c1ccc(N2CCN(C(=O)C(=O)c3c(C)[nH]c4ccccc34)CC2)cc1
[38] C=CCNc1nc(N2CCCCC2)c(C#N)c2c1CN(Cc1ccccc1)CC2
entry no.,31,32,33,34,35,36,37,38
GASC-1 inh,9,2,1,0&-4,-10,-3,0,4
proCasp7 act,3,0,2,-4,5,1,9,-18
VLA-4 inh,2,-4,17,8,-2,-12,15,-2
PP5 primary,-1.6,x,5.2,-0.4,7.4,1.5,0.8,-0.1
Fh CTSL1 inh,-2,x,-6,-3,2,5,-2,-1
procasp3 activ,5,-1,-1,-6,-3,-7,-2,-11
GRK2 inh,0,0,4,2,70*,2,5,0
PP1 counter,-1,x,4,3,43*,2,-3,0
core dimer inh,5,x,4,4,-42,-1,10,6

[39] COc1ccccc1NC(=O)/C=C/c1ccc2c(c1)OCO2
[40] CC(C)(C)NC(=O)CN(Cc1ccco1)C(=O)CCC(=O)Nc1nccs1
[41] O=C(CSc1nnc(COc2ccccc2)o1)N1CCOCC1
[42] O=C1[C@H]2[C@H](ON3CCCC[C@H]23)C(=O)N1c1ccc(Cl)cc1
[43] N#Cc1ccc(OCCOCCNC2CCCC2)cc1
[44] O=C(c1cncc(Br)c1)N1CCN(S(=O)(=O)c2ccc3ccccc3c2)CC1
[45] COCCNC(=S)N1CCN(Cc2cccc(OC)c2)CC1
[46] CCCC(=O)Nc1sc2c(c1C#N)CCCC2
[47] Cc1cc(S(=O)(=O)Nc2ccc(C(=O)NCCCN3CCCC3=O)cc2)ccc1F
entry no.,39,40,41,42,43,44,45,46,47
GASC-1 inh,3,3,-3,7,7,-2,0,5,29
proCasp7 act,16,11,1,2,0,4,11,-2,10
VLA-4 inh,3,9,11,3,0,-4,-1,0,7
PP5 primary,0.6,-0.7,1.8,0.6,1.1,x,-2.3,0.8,3.0
Fh CTSL1 inh,4,2,-2,-3,-2,x,-4,-3,-2
procasp3 activ,-7,7,5,-11,6,14,6,-1,2
GRK2 inh,4,0,0,1,3,0,0,3,2
PP1 counter,-1,2,-3,0,-3,x,3,1,-5
core dimer inh,3,-13,1,-4,4,x,-1,-6,-1

Quoted at random: two compounds from above, in no set order.
[44] O=C(c1cncc(Br)c1)N1CCN(S(=O)(=O)c2ccc3ccccc3c2)CC1
[46] CCCC(=O)Nc1sc2c(c1C#N)CCCC2
entry no.,44,46
GASC-1 inh,-2,5
proCasp7 act,4,-2
VLA-4 inh,-4,0
PP5 primary,x,0.8
Fh CTSL1 inh,x,-3
procasp3 activ,14,-1
GRK2 inh,0,3
PP1 counter,x,1
core dimer inh,x,-6
